# High-throughput results: PubChem, several laboratories
# MT stabilizer – microtubule stabilization, imaging screen; % tubulin-high responders, % at 10 µM; 200,000 compounds, 0.83% hits; HeLa tubulin immunostaining HCS, 24 h; share of cells brighter than vehicle mean+2SD;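 active = plate Z-score above 3 for both tubulin-high and condensed-nucleus cell shares, with cell loss under 80%, at 10 µM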;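 also: anti alpha tubulin signal scored within the nucleus-defined area of each cell; some results filed as inactive read as strong as hits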
# Yfh1-depleted yeast – mitochondrial function rescue without frataxin homolog – Friedreich's ataxia, plus single-dose screen, dose response (AID 1465). S. cerevisiae Yfh1-off respiration, WST-1 reduction, 72 h; higher fold induction means a stronger effect. fold induction at 50 µM; hits with a dose series show EC50 in µM. 220,000 compounds, 0.074% hits;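 active = fold induction of absorbance versus untreated yeast above a set limit, then at least 30% activation at any dose in follow-up; inconclusive = repeats straddling the limit, or above it without dose testing; inactive = fold induction below the set limit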;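 also: activators that raise dye reduction in frataxin-depleted yeast; strong numbers were not always called active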
# M17LAP inhibition – P. falciparum M17LAP inhibitors, primary screen, biochemical, fluorogenic H-Leu-NHMec substrate, 1536-well (AID 1619) | inhibition, % at 30 µM; hits with a dose series show IC50 in µM | 220,000 compounds, 0.38% hits | recombinant M17LAP, H-Leu-NHMec fluorogenic kinetic assay; higher % means a stronger effect;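 active = compound inhibiting the enzyme by more than half at any dose during confirmatory dose-response retesting; inconclusive = strong single-dose inhibitors picked by rank but not retested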;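 also: plate controls were full reaction with DMSO carrier for no effect and no enzyme background for full effect; strong numbers were not always called active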
# Autophagy mod – autophagy modulation, high-content screen. 190,000 compounds, 0.98% hits. AID 463193. MEF GFP-LC3 puncta imaging; test concentration mostly 10 µM. calls only at 10 µM (by protocol);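 active = percentage of spot-positive cells more than 3 SD above its plate mean, without a fluorescence outlier flag or 80% toxicity; inconclusive = no clear call, values can overlap the other calls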;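 also: spot-positive cell cutoff set from DMSO-treated cells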
# Ins promoter up – MIN6 insulin promoter up-regulation; MIN6 insulin promoter-GFP reporter, high-content imaging; active compounds read high; z-score at 5 µM; 190,000 compounds, 0.3% hits; AID 1625;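 active = z-score above 3 at 5 µM with at least 500 cells counted in the well; inconclusive = wells under 500 cells, flagged as cytotoxic or low count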
# Hep lipid drop – hepatic lipid droplet formation modulation. 240,000 compounds, 0.4% hits. AID 1656. AML12 mouse hepatocytes, oleate lipid droplets, BODIPY imaging. inhibition, % at 6.5 µM;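 active = lipid droplet intensity inhibited by at least 50%, with more than 500 cells counted; inconclusive = wells with under 300 cells, treated as cytotoxic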
#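 Material – AML12 mouse liver cells · Also added – oleate loading, 100 µM · Compound dosing – 6.5 µM single-point dosing · Times – overnight treatment with compound plus oleate · Measured by – fluorescence imaging, 20x objective, two fields per well · Read-out – percent inhibition of filter-corrected integrated lipid droplet intensity per well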
# ER stress rescue – rescue of cells from ER stress-induced death, primary screen, 384-well, CSM14.1, thapsigargin, ATP luminescence (AID 1222) | 190,000 tested, under 10 active | CSM14.1 thapsigargin-induced death rescue, ATP luminescence; higher % means a stronger effect | cellular ATP content (survival), % at 20 µM, or EC50 in µM where a hit was titrated;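 active = EC50 below 50 µM in the dose-response confirmation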;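 also: death triggered by thapsigargin at about 15 µM added after 2 h compound pretreatment; cell ATP read after overnight thapsigargin exposure of roughly 18 to 22 hours; normalized against plate controls of thapsigargin alone and 5% DMSO vehicle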
# P. falciparum M1AAP – P. falciparum M1AAP inhibitors, biochemical, fluorogenic H-Leu-NHMec substrate, 1536-well (AID 1445); recombinant M1AAP, H-Leu-NHMec fluorogenic kinetic assay; higher % means a stronger effect; inhibition, % at 30 µM, or IC50 in µM where a hit was titrated; 220,000 compounds, 0.42% hits;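 active = primary inhibition above the hit cutoff, then over 50% inhibition at one or more dose response concentrations, cut at about 23% in these data, passing the limit was not always enough; inconclusive = conflicting primary data, or primary hits not chosen for dose response; inactive = low primary inhibition, or under 50% at every dose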;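 also: plate controls were DMSO full reaction for no effect and no enzyme background for full effect; strong numbers were not always called active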
# Dynein cargo inh – blocks dynein driven cargo transport along microtubules; 3617.4 mouse cells, GR-EGFP nuclear translocation imaging; test concentration mostly 20 µM; stimulated with dexamethasone, 1 µM; active compounds read low; 220,000 compounds, 0.47% hits; z-score, hits read low;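 active = plate z-score of nuclear minus cytoplasmic receptor signal below a set negative limit, without overly bright fluorescence or cell loss, cut at about -3.5 in these data, passing the limit was not always enough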;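 also: z-score of nuclear minus cytoplasmic ring GR-EGFP intensity difference per well; some compounds called inactive have numbers as strong as hits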
#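 Buffer or medium: Induction medium lacking tetracycline, stripped serum | Also added: Dexamethasone agonist, 1.0 µM final, for 30 min | Timing: 48 h induction, 1 h compound, 30 min dex at 37 °C | Detection: Formaldehyde fixation, Hoechst nuclear stain, 10x automated fluorescence imaging | Measure: Nuclear versus cytoplasmic GR-EGFP signal, averaged per well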
# Dynein cargo inh cytoplasmic EGFP – second read-out of Dynein cargo inh, no call of its own (marks repeat the call); z-score; measured here: cytoplasmic GR-EGFP intensity; active compounds read high
# Dynein cargo inh nuclear GR-EGFP – further read-out of Dynein cargo inh, marked with its call; z-score; measured here: nuclear GR-EGFP intensity;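 lower value marks the stronger effect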
# Dynein cargo inh cell count – further read-out of Dynein cargo inh, marked with its call; z-score; measured here: cell count per field
# Ins promoter up cell count – second read-out of Ins promoter up, no call of its own (marks repeat the call); cell count; measured here: cytotoxicity, nuclei count;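 total cells summed across four imaged fields per well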
# Hep lipid drop cells 6.5 µM – further read-out of Hep lipid drop, marked with its call; cell count; measured here: cell count, cytotoxicity flag;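 cells counted across two imaged fields per well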
# MT stabilizer Hoechst-high % – second read-out of MT stabilizer, no call of its own (marks repeat the call); % Hoechst-high responders; measured here: nuclear condensation Hoechst responders;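 share of cells brighter than vehicle mean plus two SD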
# MT stabilizer cytotoxicity % – further read-out of MT stabilizer, marked with its call; toxicity, %; measured here: cytotoxicity by cell density;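 0% = mean cell density of plate MIN control wells and 100% = no cells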
# Autophagy mod cell loss 18 h – second read-out of Autophagy mod, no call of its own (marks repeat the call); toxicity, %; measured here: cell loss, nuclei count;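 cell loss after 18 h compound exposure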
# The depositor's hits bear a star; i = inactive; u = inconclusive; x = no result given.
compound	MT stabilizer	MT stabilizer Hoechst-high %	MT stabilizer cytotoxicity %	Yfh1-depleted yeast	M17LAP inhibition	Autophagy mod	Autophagy mod cell loss 18 h	Ins promoter up	Ins promoter up cell count	Hep lipid drop	Hep lipid drop cells 6.5 µM	ER stress rescue	P. falciparum M1AAP	Dynein cargo inh	Dynein cargo inh cytoplasmic EGFP	Dynein cargo inh nuclear GR-EGFP	Dynein cargo inh cell count
CCCOc1ccc(C(C)(O)CN2CCOCC2)cc1 (centres undefined)	3.2	1.2	0.5	i	-5%	i	-3	-0.08	910	26	835	-2.1%	-5%	0.36	-0.15	0.36	-0.9
Cc1ccc(/C=C/C(=O)N2CCN(Cc3ccccc3)CC2)o1	4.5	2.5	1.7	i	-2%	i	0	0.03	1322	-14	694	0.9%	8%	-0.35	-0.25	-0.36	0.66
Cc1ccc(-n2cc(CNCCN3CCOC3=O)c(-c3cccc(C)c3)n2)cc1	2.6	2.2	5.5	i	2%	i	4	1.2	1560	-42	696	2.5%	2%	-0.29	-0.3	-0.33	0.78
CCc1ccc(C2CC(=O)NC(SCC(=O)OC(C)C)=C2C#N)cc1 (centres undefined)	2.1	3.2	5.0	i	-9%	i	1	0.98	872	x	x	4.9%	11%	-0.93	-0.18	-0.54	-0.08
COCCCNC1=C(Cl)C(=O)c2ccccc2C1=O	x	x	x	i	10%	x	x	0.05	1123	2	687	x	4%	0.47	-0.22	0.39	-0.58
CCOc1ccccc1Oc1coc2cc(OC)ccc2c1=O	2.4	0.8	2.4	i	3%	i	5	0.54	1530	x	x	-0.5%	6%	0.37	-0.21	0.55	-0.74
O=C1CCCC2=C1C(c1ccc(O)c(O)c1)Nc1ccc3ncccc3c12 (centres undefined)	2.7	1.8	3.6	i	46%	i	-3	0.29	1593	1	700	1.5%	7%	0.91	-0.26	0.94	-0.54
Cc1cccc(OCc2n[nH]c(=S)n2C2CCCCC2)c1	32*	12*	28*	i	12%	i	11	x	x	8	758	-1.0%	-2%	0.36	-0.24	0.52	-0.8
O=C(O)Cc1csc(-c2ccc(F)cc2)n1	1.5	1.1	5.9	i	15%	i	0	0.26	1324	-11	681	-0.6%	2%	-0.53	-0.22	0.11	-0.97
CCN(CC)C(=O)C1CCN(S(=O)(=O)c2ccc3oc4ccccc4c3c2)CC1	2.6	3.0	8.0	i	-3%	i	-14	x	x	x	x	-1.4%	0%	-0.12	-0.21	-0.073	-0.079
CC1(C)CC(=O)C2=C(C1)OC(N)=C(C#N)C21CCN(C(=O)OCc2ccccc2)CC1	2.6	1.0	3.2	i	26%	i	-5	1.1	1330	-16	800	-0.6%	6%	-0.28	0.28	-0.044	0.97
Cc1nc2ccccc2c(=O)n1/N=C/c1c(O)ccc2oc3c(c12)CCCC3	7.7	2.1	10.0	x	11%	i	22	-1.7	808	9	724	-1.6%	9%	1.6	-0.26	0.92	-0.47
COc1cc(/C=C2/C(=O)NN(c3cccc(F)c3)C2=O)ccc1OC(=O)c1ccco1	5.0	2.1	3.7	i	22%	i	-11	-0.43	1463	10	682	-3.0%	16%	-0.67	-0.25	-0.59	0.62
CCc1ncc(/C=C2\C(=O)Nc3ccccc32)[nH]1	x	x	x	i	12%	x	x	-0.3	1438	x	x	x	13%	0.43	-0.28	-0.077	0.65
COc1ccc2[nH]c(C)c(C(=O)CN3CCc4cc(OC)c(OC)cc4C3)c2c1	2.4	1.9	9.5	x	1%	i	7	-1.5	1186	x	x	-0.8%	16%	-0.64	-0.19	-0.0089	0.76
COC(=O)c1c(F)c(F)c(NCCO)c(F)c1F	2.3	4.4	6.0	i	3%	i	17	0.35	1066	x	x	1.2%	-5%	1.7	-0.074	1.4	-0.56
CCc1cccc2c(=O)c(C(=O)N3CCCCCC3)c[nH]c12	1.3	2.2	4.7	i	3%	i	-1	-0.02	1157	-7	683	x	2%	-0.22	-0.26	0.08	1.2
CN(C)c1nc(N(C)C)nc(N2CC(CCl)OC2=N)n1 (centres undefined)	2.9	2.9	4.3	i	-8%	i	2	-0.68	1579	4	723	-0.6%	-4%	-0.038	-0.3	0.22	0.53
Cc1cc(NC(=O)CCC(=O)N(c2cccnc2)C(C(=O)NC2CCCC2)c2ccccc2F)no1 (centres undefined)	2.3	1.5	7.0	i	12%	i	-5	x	x	6	681	-1.8%	8%	0.12	0.44	0.9	-0.63
O=C(CN1C(=O)C2C3C=CC(C3)C2C1=O)Nc1nc(-c2ccccn2)cs1 (centres undefined)	1.9	1.0	24	i	16%	i	3	0.21	785	21	798	-0.7%	-5%	-0.15	-0.35	-0.34	1.7
COc1ccc(S(=O)(=O)NCCc2cn3cccc(C)c3n2)cc1OC	2.4	2.8	5.2	i	1%	i	7	1.9	1928	-26	651	-0.3%	3%	0.6	-0.16	0.43	-0.37
O=C1c2ccccc2C(O)(Cc2ccccc2)N1CCCN1CCOCC1 (centres undefined)	6.7	2.4	8.8	i	8%	i	10	-0.65	1214	-9	696	x	7%	-0.29	-0.15	0.14	0.36
Cc1onc(-c2ccccc2Cl)c1C(=O)N(C)C1CCCCC1	1.8	3.2	7.8	i	11%	i	23	u	x	x	x	0.6%	4%	-0.73	-0.23	-0.3	0.29
Cc1ccccc1NC(=O)C1c2cccc[n+]2CC(=O)N1c1c(C)cccc1C (centres undefined)	3.1	1.3	3.7	i	48%	i	-6	-0.58	1258	x	x	-1.0%	6%	-0.65	-0.14	-0.2	0.99
COC(=O)c1ccc(C2C(C(=O)OCC(C)C)=C(C)N=C3SCCC(=O)N32)cc1 (centres undefined)	2.5	4.5	15	i	3%	i	16	0.02	1660	x	x	9.1%	4%	2.2	-0.27	1.4	-2.1
COC(=O)CN1C(=S)N(c2ccccc2)C(=O)C1CC(=O)Nc1ccc(Cl)cc1 (centres undefined)	3.7	3.0	7.2	i	-17%	i	0	0.03	1365	18	659	-3.1%	2%	0.51	-0.16	-0.15	-0.27
Cc1cccc(OCC(=O)N2CCN(C(=O)c3ccco3)CC2)c1	2.3	1.9	3.5	i	0%	i	20	0.07	1333	5	650	0.3%	-2%	0.45	-0.27	0.32	0.79
O=C(CCc1nc(-c2ccccc2)no1)Nc1cc(C(F)(F)F)ccc1Cl	1.9	1.6	9.2	i	5%	i	-17	0.17	1044	x	x	-1.7%	3%	0.063	-0.2	0.28	0.35
COCCNC(=S)N/N=C(\C)c1ccc(-n2ccnc2)cc1	2.4	1.3	3.3	i	-10%	i	-16	-0.11	1231	-2	751	1.4%	-1%	0.98	-0.2	0.8	0.45
Cc1ccc(S(=O)(=O)Nn2c(C)nnc2-n2nc(C)cc2C)cc1	5.0	2.1	7.2	i	1%	i	2	0.64	1234	x	x	4.3%	5%	0.44	-0.23	0.48	0.17
COc1ccc(CCN(Cc2cccs2)S(=O)(=O)c2ccc(S(=O)(=O)N(C)C3CCCCC3)cc2)cc1OC	3.2	3.2	9.2	i	2%	i	-1	-0.98	1238	10	601	2.9%	2%	-0.43	-0.25	-0.26	0.3
O=C1CC(=C(c2ccccc2)c2ccccc2)C(=O)N1CCCCN1CCN(c2cccc(Cl)c2)CC1	1.9	1.4	3.1	i	7%	i	-12	x	x	4	654	-1.7%	-2%	-1	-0.24	-0.31	0.89
O=[N+]([O-])c1cc(Br)c(OCc2nnc(-c3ccccc3)o2)c(Br)c1	2.5	2.1	4.0	i	0%	i	-9	0.25	1387	-1	683	-1.2%	1%	-0.22	-0.24	-0.086	0.56
Cn1c(SCC(=O)Nc2ccc(N3CCOCC3)c(Cl)c2)nnc1-c1ccccc1	2.0	1.6	3.7	i	x	i	-1	x	x	x	x	x	x	-0.16	0.75	0.76	-1.2
CCCc1nc2ccccc2c(=O)n1/N=C/c1ccccc1O	3.7	1.9	14	i	-14%	i	2	0.07	1380	x	x	-0.4%	9%	2.2	-0.32	1	-0.82
O=C(/C=C(\c1ccccc1)n1cncn1)c1ccccc1	3.6	3.5	9.6	i	20%	i	-1	-0.2	1186	9	741	-3.5%	11%	2.1	0.012	2.5	-2
O=C(/C(=N\O)n1cncn1)c1ccc(Cl)cc1Cl	1.8	1.1	3.2	i	3%	i	6	-0.31	1168	1	718	3.6%	3%	0.5	-0.39	0.27	0.61
CCc1ccc2[nH]c(=O)c(CN(CCN(C)C)C(=O)Nc3ccccc3)cc2c1	1.2	0.7	3.0	i	2%	i	11	0.34	971	x	x	-3.9%	8%	0.026	-0.16	-0.12	0.2
CC(=O)/C(=N\Nc1ccccc1)Sc1cccc2cccnc12	1.8	3.3	4.0	i	-2%	i	5	-0.32	1357	1	577	-1.1%	7%	0.019	-0.27	-0.16	0.086
